Bioassay records as filed in PubChem BioAssay.
GPR55 activation = GPR55 agonists via beta-arrestin recruitment, primary screen, imaging, U2OS cells, beta-arrestin-GFP redistribution (AID 1961) | U2OS GPR55 beta-arrestin-GFP redistribution imaging; higher % means a stronger effect | activation, % at 10 µM; hits with a dose series show EC50 in µM | 290,000 tested, 0.048% active;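 active = activation above 40% with more than 50 cells counted in the well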;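 also: U2OS osteosarcoma cells stably expressing GPR55 and beta-arrestin-GFP; plate controls were DMSO negative control for no effect and LPI positive control for full effect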
NTR1 agonist = agonists of NTR1, primary screen, imaging, U2OS cells, beta-arrestin-GFP, high content (AID 493036); activation, % at 20 µM; P30989; 330,000 tested, 0.17% active; NTR1-U2OS beta-arrestin-GFP spot imaging, agonist mode;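 active = activation at or above 40% of the spot to cytoplasm intensity ratio, with at least 20 cells analyzed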;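 also: 0% = DMSO without peptide and 100% = 100 nM NTR1 peptide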
Target sequence (P30989 whole entry, looked up): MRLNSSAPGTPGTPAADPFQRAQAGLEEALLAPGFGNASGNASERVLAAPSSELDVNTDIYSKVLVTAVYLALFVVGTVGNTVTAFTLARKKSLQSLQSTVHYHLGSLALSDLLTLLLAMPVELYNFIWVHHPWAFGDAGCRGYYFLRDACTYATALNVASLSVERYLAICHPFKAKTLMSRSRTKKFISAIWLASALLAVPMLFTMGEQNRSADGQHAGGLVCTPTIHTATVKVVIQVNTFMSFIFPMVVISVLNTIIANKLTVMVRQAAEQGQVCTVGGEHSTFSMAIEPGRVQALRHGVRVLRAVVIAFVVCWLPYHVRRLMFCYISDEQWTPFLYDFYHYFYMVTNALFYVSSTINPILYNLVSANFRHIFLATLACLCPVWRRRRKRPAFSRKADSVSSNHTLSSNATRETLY
NOD1 NF-kB reporter = inhibition of NOD1-driven NF-kB reporter – cell-based, luminescence, uHTS, primary screen (AID 1578). inhibition, % at 4 µM; hits with a dose series show EC50 in µM. NOD1-driven NF-kB luciferase reporter cells, luminescence; higher % means a stronger effect. 290,000 tested, 1% active; in the data active = inhibition mostly above about 36%, no sharp cut-off; inactive = mostly below about 34%;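 also: HEK-293T reporter cells stimulated with the NOD1 agonist gamma-tri-DAP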
HEK293 NOD2/NF-kB = NOD2 signaling inhibitors, cell-based, luminescence, uHTS, HEK293 (AID 1566); HEK293 NOD2/NF-kB luciferase reporter, luminescence; higher % means a stronger effect; 290,000 tested, 0.63% active; one-dose inhibition, % at 4 µM; EC50 in µM for titrated hits; also: many of its hits are not listed in these tables
T cell HTS = modulates CD8 T cell binding to vesicles; 2C CD8+ T cell-vesicle binding, flow cytometry; hits give low values; calls only at 7 µM; 330,000 tested, 0.068% active; AID 2052;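 active = response, share of CD8 T cells binding vesicles, and their 90th percentile fluorescence all below set limits, cut at about 80% in these data, passing the limit was not always enough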
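Benchmarks: naked versus QL9-loaded vesicles / Assay system: purified 2C TCR transgenic mouse naive CD8+ T cells / Technique: high-throughput flow cytometry with anti-B7-1 and anti-CD8 staining / Timing: Cell–vesicle co-incubation 1.5 h at 37 °C, staining 20 min on ice / Read-out: percent CD8+ FL2 mean versus row control / Probe or stimulus: QL9-loaded Drosophila micro-vesicles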
Myeloid diff 2 = compounds promoting myeloid differentiation; ER-HoxA9 myeloid progenitors, lysozyme-GFP differentiation, flow cytometry; calls only at 10 µM; 360,000 tested, 1% active; AID 624256;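 active = normalized GFP-positive differentiation at or above the plate's own cutoff, the solvent-only control mean plus 3 SD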;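 also: cells exposed to compound for four days before flow analysis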
KOR beta-arrestin-1 = KOR agonists, beta-arrestin recruitment, primary screen, cell-based, luminescence, uHTS (AID 1777); KOR beta-arrestin recruitment, luminescence; higher % means a stronger effect; one-dose activation, % at 10 µM; EC50 in µM for titrated hits; 280,000 tested, 0.02% active; in the data active = activation above about 50%, passing the limit was not always enough; also: a part of the inactive calls stands beside numbers as strong as those of hits
GPR55 LPI antagonism = GPR55 antagonists blocking LPI-driven arrestin recruitment, primary screen, imaging, U2OS, beta-arrestin-GFP, LPI agonist (AID 2013); U2OS GPR55 beta-arrestin-GFP translocation imaging, LPI antagonism; higher % means a stronger effect; one-dose inhibition, % at 10 µM; IC50 in µM for titrated hits; 290,000 tested, 0.13% active;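 active = spots per cell inhibited over 60%, with over 100 cells counted and total cytoplasm intensity under 500,000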;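 also: U2OS cells stably carrying GPR55 and arrestin-GFP stimulated by 5 µM LPI near EC80; imaged beta-arrestin-GFP aggregate spots per cell after agonist stimulation; plate controls were LPI-stimulated DMSO wells for no effect and DMSO wells without LPI for full effect; some results filed as inactive read as strong as hits; confirmed hits need IC50 under 10 µM and bright autofluorescent wells are also inconclusive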
KOR beta-arrestin-2 = kappa opioid receptor blockers – cell-based, luminescence, uHTS (AID 1778) | KOR beta-arrestin recruitment, luminescence, antagonist mode; higher % means a stronger effect | one-dose inhibition, % at 10 µM; IC50 in µM for titrated hits | 290,000 tested, 0.091% active; also: strong numbers were not always called active
T cell HTS vesicle-bound % = also measured in T cell HTS; calls as there; double positive events, %; measured here: CD8+ vesicle-bound cell fraction;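 binding gate set so that unloaded-vesicle control wells show 10% double positive cells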
NTR1 agonist cell count 20 µM = also measured in NTR1 agonist; calls as there; cell count; measured here: cell count, cytotoxicity flag
Myeloid diff 2 GFP+ MAC1+ % = also measured in Myeloid diff 2; calls as there; GFP+ MAC1+ double positive, %; measured here: differentiation confirmed by MAC1 staining
* marks the source's active call; other numbers are inactive results; i = inactive; x = no result given; [ ] = another dose, or the depositor's remark. Rule as the data show it, unless noted: active = inhibition above about 50%; inactive = the rest. An excerpt; count on the stated rates, not on these rows.

SMILES,Myeloid diff 2,Myeloid diff 2 GFP+ MAC1+ %,KOR beta-arrestin-1,NTR1 agonist,T cell HTS,GPR55 LPI antagonism,T cell HTS vesicle-bound %,HEK293 NOD2/NF-kB,NTR1 agonist cell count 20 µM,GPR55 activation,KOR beta-arrestin-2,NOD1 NF-kB reporter
COc1ccc(-c2noc(-c3ccccc3-c3ccccc3)n2)cc1OC,i,1.2,-0.7%,9.5,i,-8%,51,22%,53,0.2%,32%,0%
Cc1cccc(C(=O)NCCc2nnc(SCC(=O)Nc3cccc(C(=O)O)c3)n2C)c1,i,1.9,-0.1%,-0.8,i,-4%,14,-4%,68,-0.1%,-19%,-12%
CC1CCc2nc(N)c(C#N)c(-c3cccn3C)c2C1 (configuration not stated),i,0.1,-6.8%,0.7,i,-5%,23,19%,58,0.2%,-12%,47%
Cc1cc2nc(-c3cccnc3SCC(=O)NC3CC3)[nH]c2cc1C,x,x,2.5%,4.3,i,9%,36,-50%,46,-0.2%,6%,-52%
C=CCNC(=O)c1ccccc1NC(=O)c1ccc(Cl)c(S(=O)(=O)Nc2cc(C)ccc2C)c1,i,2.4,2.0%,4.2,i,-17%,20,8%,52,-0.2%,-36%,x
CCOc1ccc(NC(=O)CSc2nnc(CNC(=O)c3ccco3)o2)cc1,i,0.2,1.1%,-0.9,i,7%,44,6%,85,0.2%,0%,-12%
Cc1ccc(S/C=C\C(=O)c2ccccc2)cc1,x,x,14%,7.9,i,-4%,15,-36%,51,-0.1%,0%,-42%
O=C(Nc1cccc(Cl)c1)N1CCOCC1,i,0.2,3.9%,-1.0,i,-4%,44,13%,69,-0.1%,-23%[20 µM],-1%
Cc1nn(CCOc2ccccc2)c(=O)n1-c1ccc(Cl)cc1,i,0.4,-1.8%,-0.5,i,-3%,28,-28%,55,0.1%,1%,-69%
O=c1c2ccccc2nc(-c2ccc([N+](=O)[O-])cc2)n1O,i,0.2,1.9%,1.1,i,11%,70,-2%,49,0.4%,-55%,-20%
COc1cccc(-n2nc(C(C)=O)c(C#N)c2-c2ccco2)c1,i,0.3,-1.2%,-0.7,i,5%,42,15%,95,-0.1%,-14%,-3%
CC(=O)Nc1ccc(OC(=O)COc2ccc(Br)cc2)cc1,i,0.5,0.9%,1.5,i,2%,65,4%,77,-0.5%,-16%,-50%
N=c1ccn(Cc2ccccc2Cl)cc1,i,0.5,-1.2%,1.2,i,3%,21,40%,64,-0.1%,10%,-9%
COc1ccc(CCNC(=O)c2ccc(COc3ccccc3OC)o2)cc1,i,0.7,-5.6%,-1.1,i,10%,55,14%,104,0.0%,17%,-3%
O=C(c1ccccc1)c1cccc(NC(=O)C2CC2)c1,i,0.7,-2.6%,-2.1,i,3%,53,8%,44,-0.1%,-3%,-24%
CC1(C(=O)N2CC3(CC(c4cccc([N+](=O)[O-])c4)=NO3)C[C@H]2C(=O)NCC(N)=O)CC1 (some centres not stated),i,2.0,2.6%,4.3,i,8%,11,8%,64,-0.3%,-32%,1%
COc1ccc(-c2nc3c(-c4ccc(Cl)cc4)cnn3cc2C)cc1F,i,0.1,-0.5%,3.0,i,15%,51,28%,64,-0.1%,14%,4%
COCCn1c(SCC(=O)NNC(=O)c2ccc(OC)c(OC)c2)nc2ccccc2c1=O,i,0.2,-5.2%,-1.2,i,3%,54,21%,51,-0.2%,-16%,-16%
Cc1sc2nc(CSc3ccc([N+](=O)[O-])c(C(F)(F)F)c3)[nH]c(=O)c2c1C,i,0.6,13%,0.8,i,21%,48,-4%,37,-0.3%,0%,22%
O=C(Nc1ccc2oc(-c3cccc(F)c3)nc2c1)c1ccccc1F,x,x,4.1%,3.1,i,3%,39,-20%,53,0.2%,-6%,-24%

Continued:
SMILES,Myeloid diff 2,Myeloid diff 2 GFP+ MAC1+ %,KOR beta-arrestin-1,NTR1 agonist,T cell HTS,GPR55 LPI antagonism,T cell HTS vesicle-bound %,HEK293 NOD2/NF-kB,NTR1 agonist cell count 20 µM,GPR55 activation,KOR beta-arrestin-2,NOD1 NF-kB reporter
OC(COc1ccccc1)CN1CCN(C(c2ccccc2)c2ccccc2)CC1 (configuration not stated),i,0.3,0.6%,2.1,i,17%,55,13%,59,-0.2%,10%,3%
CC(C)(C)C(=O)CN1C(=O)NC2(CCCc3ccccc32)C1=O (configuration not stated),i,0.6,1.3%,-0.3,i,-8%,24,2%,83,0.0%,-24%,0%
CC(C)(C)c1ccc(C(=O)NN=C2CCCC2)cc1,i,1.0,2.5%,0.9,i,21%,52,6%,72,-0.1%,-28%[20 µM],31%
CNC(=O)COC(=O)c1nc(-n2nc(C)cc2C)ccc1Cl,i,0.7,2.9%,-0.5,i,3%,16,15%,72,0.0%,0%,11%
CCC(C)n1c(=N)c(C#N)cc2c(=O)n3cccc(C)c3nc21 (configuration not stated),i,0.3,x,4.5,i,3%,38,4%,40,0.0%,-14%[20 µM],26%
COc1ccccc1NC(=O)c1coc(=O)c(Br)c1,i,0.3,4.8%,0.1,i,-1%,33,-132%,46,-0.1%,5%,-19%
Clc1nc(NCc2ccco2)nc(N2CCCCC2)n1,i,0.1,-3.6%,0.4,i,5%,42,17%,34,0.6%,10%,-37%
Cc1ccc(C)c(OCc2cc(C(=O)N3CCNC(=O)C3)no2)c1,i,1.4,-6.5%,-1.2,i,-12%,14,11%,44,-0.2%,-12%,3%
CCOC(=O)C(NC(=O)N(C)C)(Nc1sc(C)c(CC)c1C#N)C(F)(F)F (configuration not stated),i,1.0,8.2%,5.7,i,1%,12,9%,40,0.0%,4%,-18%
CCN(CC)c1nc2c(c(=O)n(C)c(=O)n2C)n1CCCc1ccccc1,i,0.2,-2.8%,4.1,i,-1%,64,22%,64,-0.2%,-24%[20 µM],23%
COCCCn1c(=S)[nH]c2sc3c(c2c1=O)CCCC3,i,3.2,-2.6%,1.0,i,83%,10,22%,58,-0.1%,-3%,-12%
Nc1nc2c(-c3ccc(Br)cc3)nnn2c2ccccc12,i,0.6,2.2%,-1.6,i,13%,16,-142%,74,-0.2%,5%,0%
COc1cccc(NC(=O)CN(C)S(=O)(=O)c2ccc3c(c2)CCC(=O)N3)c1,i,0.9,-0.8%,7.4,i,4%,32,-6%,56,-0.1%,6%[20 µM],-22%
O=C(O)/C=C/c1ccc(S(=O)(=O)Nc2ccc3[nH]c(=O)[nH]c3c2)cc1,i,0.7,-0.9%,1.2,i,10%,26,5%,57,-0.4%,-16%,-23%
NC(=O)c1ccc(N2CCOCC2)nc1,i,0.1,-1.5%,2.2,i,10%,62,7%,80,0.2%,-14%[20 µM],-6%
COc1ccc(C2C3C(=O)N(N(C)c4ncc(C(F)(F)F)cc4Cl)C(=O)C3ON2C)cc1 (configuration not stated),i,0.5,6.4%,0.5,i,-13%,41,7%,43,0.7%,-17%,0%
COc1ccc(CNc2ccc3c(c2)nc(C)n3C)cc1OC,i,0.4,-2.6%,0.8,i,4%,23,-8%,49,0.2%,-1%,-49%
O=C(CCCOc1ccccc1)NC1CCCc2ccccc21 (configuration not stated),i,0.9,-1.7%,0.5,i,3%,34,6%,64,0.0%,x,-20%
Cc1ccc(C2(c3noc(CN(C)Cc4cccnc4)n3)CCCC2)cc1,i,0.2,-0.6%,1.5,i,-3%,53,8%,49,0.2%,0%,11%
c1ccc(C2=Nc3cccnc3C(c3ccccc3)=NN2)cc1,i,0.3,-3.9%,-1.3,i,0%,37,0%,69,0.5%,2%,-30%

Looked up by compound from above (2):
SMILES,Myeloid diff 2,Myeloid diff 2 GFP+ MAC1+ %,KOR beta-arrestin-1,NTR1 agonist,T cell HTS,GPR55 LPI antagonism,T cell HTS vesicle-bound %,HEK293 NOD2/NF-kB,NTR1 agonist cell count 20 µM,GPR55 activation,KOR beta-arrestin-2,NOD1 NF-kB reporter
c1ccc(C2=Nc3cccnc3C(c3ccccc3)=NN2)cc1,i,0.3,-3.9%,-1.3,i,0%,37,0%,69,0.5%,2%,-30%
COc1ccc(-c2noc(-c3ccccc3-c3ccccc3)n2)cc1OC,i,1.2,-0.7%,9.5,i,-8%,51,22%,53,0.2%,32%,0%

Next records.
SMILES,Myeloid diff 2,Myeloid diff 2 GFP+ MAC1+ %,KOR beta-arrestin-1,NTR1 agonist,T cell HTS,GPR55 LPI antagonism,T cell HTS vesicle-bound %,HEK293 NOD2/NF-kB,NTR1 agonist cell count 20 µM,GPR55 activation,KOR beta-arrestin-2,NOD1 NF-kB reporter
CCOc1ccccc1NC(=O)CSc1nnc(CNC(=O)c2ccco2)o1,i,0.4,5.5%,0.0,i,9%,24,-8%,35,-0.1%,-34%,-3%
O=C(N/N=C/c1ccoc1)c1cc(Br)ccc1O,i,2.0,7.0%,1.8,i,-20%,68,-14%,59,-0.1%,-13%,-40%
CCC(C)N(C(=O)Cn1nnc2ccccc21)C(C(=O)Nc1ccc(F)cc1)c1cccc(OC)c1 (configuration not stated),i,2.7,2.6%,-0.1,i,11%,25,7%,51,0.2%,-33%,-20%
CCOC(=O)C1(CC2CCCCO2)CCN(Cc2nc3ccccc3[nH]2)CC1 (configuration not stated),i,0.2,-6.0%,-0.9,i,-4%,61,16%,87,-0.2%,7%,-28%

Structural class, the compounds so far with a tert-butyl group (2)
SMILES,Myeloid diff 2,Myeloid diff 2 GFP+ MAC1+ %,KOR beta-arrestin-1,NTR1 agonist,T cell HTS,GPR55 LPI antagonism,T cell HTS vesicle-bound %,HEK293 NOD2/NF-kB,NTR1 agonist cell count 20 µM,GPR55 activation,KOR beta-arrestin-2,NOD1 NF-kB reporter
CC(C)(C)C(=O)CN1C(=O)NC2(CCCc3ccccc32)C1=O (configuration not stated),i,0.6,1.3%,-0.3,i,-8%,24,2%,83,0.0%,-24%,0%
CC(C)(C)c1ccc(C(=O)NN=C2CCCC2)cc1,i,1.0,2.5%,0.9,i,21%,52,6%,72,-0.1%,-28%[20 µM],31%
